# CHT block = inhibitors of human choline transporter CHT; B-score at 10 µM; High affinity choline transporter 1 (Homo sapiens), Q9GZV3; CHT-expressing cells, membrane potential dye, choline response; stronger effect = lower value; 0.86% of 310,000 active;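 active = B-score over 3 SD under the library average, and starting fluorescence ratio not unusually high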;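 note: choline stimulus applied at its EC90 after an EC20 pre-addition; B-score computed on integrated fluorescence ratio after choline addition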
# Target sequence (Q9GZV3 whole entry, looked up): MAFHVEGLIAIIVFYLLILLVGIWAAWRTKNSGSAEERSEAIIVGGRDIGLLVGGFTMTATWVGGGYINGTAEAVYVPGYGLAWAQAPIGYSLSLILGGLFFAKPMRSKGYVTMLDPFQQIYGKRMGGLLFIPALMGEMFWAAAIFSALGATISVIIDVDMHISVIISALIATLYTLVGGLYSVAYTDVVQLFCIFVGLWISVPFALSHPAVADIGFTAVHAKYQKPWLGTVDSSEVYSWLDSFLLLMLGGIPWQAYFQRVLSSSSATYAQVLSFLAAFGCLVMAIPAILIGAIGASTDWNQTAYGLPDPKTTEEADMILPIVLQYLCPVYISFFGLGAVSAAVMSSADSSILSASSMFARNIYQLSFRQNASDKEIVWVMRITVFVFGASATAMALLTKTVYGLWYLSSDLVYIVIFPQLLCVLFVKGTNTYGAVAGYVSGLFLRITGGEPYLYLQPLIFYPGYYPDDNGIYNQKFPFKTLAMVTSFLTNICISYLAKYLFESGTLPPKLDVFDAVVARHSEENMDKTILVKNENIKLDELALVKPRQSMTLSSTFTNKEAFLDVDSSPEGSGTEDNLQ
# Kir21 inh = inhibitors of mouse Kir2.1 inward-rectifier potassium channel; Inward rectifier potassium channel 2 (Mus musculus), P35561; HEK293-Kir2.1, FluxOR thallium flux fluorescence; stronger effect = lower value; B-score at 10 µM; 0.85% of 310,000 active; AID 1672, 2009;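 active = fluorescence ratio B-score at or below minus 3 SD of library scores, with starting-brightness B-score within 2 SD, cut at about -4.2 in these data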;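 note: channel flux triggered by added potassium and thallium sulfate stimulus; B-score of peak minus minimum fluorescence over baseline after thallium stimulus; more negative B-score means stronger Kir2.1 block with less thallium influx; some compounds called inactive have numbers as strong as hits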
# Target sequence (P35561 whole entry, looked up): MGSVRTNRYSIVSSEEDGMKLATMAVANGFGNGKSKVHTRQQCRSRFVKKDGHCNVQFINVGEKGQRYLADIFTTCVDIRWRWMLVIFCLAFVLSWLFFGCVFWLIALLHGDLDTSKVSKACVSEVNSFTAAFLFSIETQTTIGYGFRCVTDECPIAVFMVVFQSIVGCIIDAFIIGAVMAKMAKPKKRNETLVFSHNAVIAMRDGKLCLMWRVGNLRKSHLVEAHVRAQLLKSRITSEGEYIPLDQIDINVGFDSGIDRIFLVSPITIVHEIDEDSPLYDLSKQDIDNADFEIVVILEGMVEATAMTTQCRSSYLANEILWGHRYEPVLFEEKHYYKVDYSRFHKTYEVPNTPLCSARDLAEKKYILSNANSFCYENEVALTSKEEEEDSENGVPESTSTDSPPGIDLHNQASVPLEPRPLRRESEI
# * hit, by the source's call; i = inactive; . = not tested or not shown.
Compound	CHT block	Kir21 inh
O=C(Nc1ccccc1[N+](=O)[O-])C1=C(O)CCn2c1nc1ccccc12	i	-1.67
Cc1ccc(C(C(=O)NCc2ccco2)N(C(=O)Cc2cccs2)c2cccnc2)cc1 (stereo unspecified)	i	1.94
Cc1onc(C(=O)N2CCC(C(N)=O)CC2)c1-c1ccccc1Cl	i	0.98
Cc1ccc(N/C(CSC(N)=O)=N\S(=O)(=O)c2ccc(C)cc2)cc1	i	-0.05
OCCC1CN(Cc2cccn2-c2cccnc2)CCN1Cc1ccccc1 (stereo unspecified)	i	0.66
Cc1c(C(=O)OC(C)C)sc(NC(=O)c2cccnc2)c1C#N	-5.25*	-0.23
CC(C)C(=O)N=C1NC(=O)CS1	i	0.52
COc1ccc(N(C(C)C(=O)N/N=C(\C)C(C)(C)C)S(C)(=O)=O)cc1 (stereo unspecified)	i	-1.24
CC(C)(O)C(=O)NNC(=S)NCc1ccco1	i	-0.28
O=C(O)c1ccc(N/N=C/c2cccc(F)c2)cc1	i	-2
CC(C)CN(CC(C)C)C(=O)c1cccc(S(=O)(=O)N2CCc3ccccc32)c1	i	-0.03
O=c1/c(=C\c2cccnc2)sc2nc3ccccc3n12	.	-0.01
CC(NC(=O)c1cc(-c2ccncc2)nc2ccc(Br)cc12)C1CCCO1 (stereo unspecified)	i	0.52
CSc1cccc(NC(=O)C(C)C)c1	i	0.61
Cc1cc(C)n2c(=O)c3ccc(Cl)cc3nc2c1C#N	i	1.72
CCC(C)(C)C1CCC(=NNC(=S)Nc2ccccc2)CC1 (stereo unspecified)	i	-1.21
C/C(=N/OC(=O)CC(C)C)c1cc(-c2ccc(Cl)cc2)no1	i	2.55
Cc1nc2c(C(=O)NCCc3ccccc3)c[nH]n2c(=O)c1Cl	i	-0.46
CC(C)C(NC(=O)C1CCC(C(C)(C)C)CC1)C(=O)NCCCN1CCCCC1 (stereo unspecified)	i	2.41
O=C1NC2CCc3nc4ccccc4c(=O)n3C2=Nc2ccccc21 (stereo unspecified)	i	-1.42
O=C(O)CC(Cn1cnnn1)c1ccccc1 (stereo unspecified)	i	-0.39
COc1ccc(CN2CCNC(=O)C2CC(=O)NCc2cn3ccc(C)cc3n2)c(OC)c1 (stereo unspecified)	i	-2.77
Cc1c(NC(=O)c2ccc([N+](=O)[O-])o2)cccc1-c1nc2ncccc2o1	i	-0.23
Fc1ccc(-c2nc3ccncc3[nH]2)cc1	i	-0.1
O=C(c1cccs1)N1C(=O)c2cccc3cccc1c23	i	0.06
C/C(CC(=O)Nc1ccc(Cl)cc1Cl)=N\NC(N)=S	i	-0.25
O=C1Nc2cc(Cl)c(Cl)cc2N(O)N1c1cccc(Cl)c1	i	-0.96
CC(C)(C)NS(=O)(=O)c1ccc(NC(=O)c2cc(-c3ccccc3)nc3ccccc23)cc1	i	-0.83
S=C(NCCc1ccccc1)N1CCOCC1	i	1.42
CC(C)C(=O)Nc1nnc(-c2ccco2)s1	i	1.1
CCOc1ccc(N=Cc2c(O)c3ccccc3oc2=O)cc1	i	0.81
CC12CS(=O)(=O)CC1SC(=S)N2Cc1ccccc1 (stereo unspecified)	i	-2.04
CCOc1ccccc1NC(=O)COn1nnc2ccc(Cl)cc21	i	0.08
O=C(Cn1nnc2ccccc2c1=O)NCC1CCC(C(=O)O)CC1 (stereo unspecified)	i	-0.55
O=C(Nc1ccc2c(c1)OCCO2)c1c[nH]c(=O)n(-c2ccc(F)c(Cl)c2)c1=O	i	-0.05
COc1ccccc1C(=O)COC(=O)c1ccc(-n2cnnn2)cc1	i	-0.11

# Shown as a hit in CHT block (from the list above):
Compound	CHT block	Kir21 inh
Cc1c(C(=O)OC(C)C)sc(NC(=O)c2cccnc2)c1C#N	-5.25*	-0.23

# Going on with the list:
Compound	CHT block	Kir21 inh
O=c1sc(N2CCN(c3ccccc3F)CC2)nc2ccsc12	i	-0.23
CC(=O)Nc1ccc(S(=O)(=O)NCC2CCC(C(=O)N3CCCCC3)CC2)cc1 (stereo unspecified)	i	-0.08
O=C(NNC(=S)NCC1CCCO1)c1ccc(S(=O)(=O)N2CCOCC2)cc1 (stereo unspecified)	i	-0.33
CSc1snnc1-c1ccccc1	i	0.31
Cc1ccccc1Nc1ncnc(N)n1	i	-0.59
CCCCC(=O)Nc1ccc(C(=O)NNC(=O)c2ccco2)cc1	i	-0.45
Cc1ccc(C)c(S(=O)(=O)N2CCN(C(=O)c3ccnn3C)CC2)c1	i	-0.87
CCOC(=O)n1c(=O)n(Cc2ccccc2C)c2ccccc21	i	-0.01
CC(Sc1nc2ccccc2c(=O)[nH]1)C(=O)O (stereo unspecified)	i	0.45
COCCN(CCOc1cc(C)cc(C)c1)Cc1ccc(Cl)cc1	i	-1.95
O=C(CSCC(=O)N1CCOCC1)Nc1nc(-c2ccccc2)cs1	i	-0.13
CCOC(=O)C1=C(C)Nc2nc3ccccc3n2C1c1cccs1 (stereo unspecified)	i	1.01
O=C(Cc1ccccc1)Nc1cccc(N2C(=O)C=CC2=O)c1	i	-5.5
Clc1ccc(Nc2ncn[nH]2)cc1	i	-0.76
Fc1cccc(Cl)c1CSc1nnc(COc2cccc3cccnc23)o1	i	0.02
Cc1cc(O)c(-c2cc(C(=O)NCCc3ccc(S(N)(=O)=O)cc3)[nH]n2)cc1C	i	0.06
NC(=O)CSc1nnc(-c2ccc3c(c2)OCO3)o1	i	2.5
COc1ccc(C2=NOC(COc3ccc4c(C)cc(=O)oc4c3)C2)c(OC)c1 (stereo unspecified)	i	0.76
CC(C)(C)c1ccc(Oc2ccc(N)cc2)cc1	i	-0.33
CSc1nnc(N2C(=O)C(O)=C(C(=O)c3ccco3)C2c2ccccc2F)s1 (stereo unspecified)	i	-1.39
O=C(Nc1nc(-c2cc(Cl)sc2Cl)cs1)c1ccccc1	i	0.93
CC(=O)Nc1cccc(NC(=O)CSc2nnnn2Cc2ccccc2)c1	i	-0.19
Cc1sc2nc(CSCC(=O)Nc3c(Cl)cccc3Cl)[nH]c(=O)c2c1C	i	1.04
Cc1nc2sccn2c(=O)c1S(=O)(=O)Nc1ccc(N2CCN(C(=O)C(C)C)CC2)cc1	i	0.94

# Reformatted: results already given
CHT block,Kir21 inh,mol
i,0.76,COc1ccc(C2=NOC(COc3ccc4c(C)cc(=O)oc4c3)C2)c(OC)c1 (stereo unspecified)
i,-0.33,CC(C)(C)c1ccc(Oc2ccc(N)cc2)cc1
i,-1.39,CSc1nnc(N2C(=O)C(O)=C(C(=O)c3ccco3)C2c2ccccc2F)s1 (stereo unspecified)
i,0.93,O=C(Nc1nc(-c2cc(Cl)sc2Cl)cs1)c1ccccc1
i,-0.19,CC(=O)Nc1cccc(NC(=O)CSc2nnnn2Cc2ccccc2)c1
i,1.04,Cc1sc2nc(CSCC(=O)Nc3c(Cl)cccc3Cl)[nH]c(=O)c2c1C

# New compounds follow
Compound	CHT block	Kir21 inh
CC(C)C(=O)Nc1nc2c(ncn2C2CC(O)C(CO)O2)c(=O)[nH]1 (stereo unspecified)	i	-0.01
CCCCn1c(N)c(N(CC)C(=O)c2ccccc2F)c(=O)[nH]c1=O	i	1.02
CS(=O)(=O)N1CCN(c2cnn(-c3ccccc3)c(=O)c2Cl)CC1	i	0.13
CCOc1ccc(/C=N/NC(=O)c2nnn(-c3nonc3N)c2COc2ccc(F)cc2)cc1	i	-0.05
COc1ccc2nc(NC(=S)NC(=O)c3ccco3)sc2c1	i	-0.16
CCCCCN(C(=O)NC(=O)Nc1ccc(C)cc1C)S(C)(=O)=O	i	-0.42
CCC(C(=O)NC1CCCC1)N(C(=O)Cn1nnc(-c2ccc(C)o2)n1)c1ccc(OC)cc1 (stereo unspecified)	i	-0.42
COc1cccc(CNC(=O)CN2CCC(c3nc4ccc(C)cc4[nH]3)CC2)c1	i	-0.86
C/C(=N\OCC(=O)Nc1ccccc1Br)c1cccs1	i	0.35
CC(C)CNS(=O)(=O)c1ccc(CCC(=O)O)cc1	i	-0.36
O=C(CN(c1ccccc1Cl)S(=O)(=O)c1ccccc1)N/N=C/c1ccccc1C(=O)O	i	0.4
Cc1nc(SCC(=O)N2CCC(Cc3ccccc3)CC2)[nH]c(=O)c1C	i	0.86
CC(C)=CCC/C(C)=C/C(N)=O	i	1.05
Cc1ccc(S(=O)(=O)NCc2nc3ccccc3[nH]2)cc1	i	-0.38
O=C(O)C1CSC2c3ccccc3C(=O)N12 (stereo unspecified)	i	-1.11
Cc1sc2c(c1C)C(=O)/C(=C\Nc1ccccn1)S(=O)(=O)N2C	i	-0.09
C(=C\c1ccccc1)/CNn1cnnc1	i	2.03
NC(=O)c1cc(C(=O)c2ccccc2Cl)c[nH]1	i	-0.02
O=C(NCCCn1ccnc1)c1cc2ccccc2oc1=O	i	-0.91
Cc1ccc(C(=O)CSc2nc(C)cc(=O)[nH]2)cc1	i	0.29
COC(=O)c1ccc(NC(=O)C2CC(=O)OC2c2ccccc2)cc1 (stereo unspecified)	i	-0.13
O=C(O)CCc1ccc(-c2cccs2)n1-c1ccc(C(=O)O)cc1	i	0.07
CCCCSc1n[nH]c(N)n1	i	1.44
Nc1nonc1C(=O)NCCNC(=O)c1cccc(Cl)c1	i	1.37
Cc1cc(OC(C)C(=O)NNC(=O)Nc2ccc(F)cc2F)cc(C)c1Cl (stereo unspecified)	i	2.34
NC(=O)COC(=O)/C=C/c1ccc(S(=O)(=O)N2CCCCCC2)cc1	i	0.39
COc1ccc(-c2nnc(SCc3c(C)noc3C)n2N)cc1OC	i	-1.24
COc1ccc(OCCCC(=O)OC(C)C(=O)Nc2ccc(NC(C)=O)cc2)cc1 (stereo unspecified)	i	-1.21
O=C(COC(=O)c1cccnc1Cl)c1ccc(OC(F)F)cc1	i	0.51
CCC1C(=O)CC(c2ccccc2)NC1c1ccccc1 (stereo unspecified)	i	-0.03
N/C(=N\N=C\c1ccc(O)cc1)c1nonc1N	i	1
COc1ccc(CN2C(=O)C(Cc3ccccc3)Nc3ncnc(N4CCCCC4)c32)cc1 (stereo unspecified)	i	0.04
O=C(Nc1ccc2c(c1)OCCO2)C1CCN(c2ncccn2)CC1	i	1.22
COc1ccccc1/C=C\C=N\NC(=O)CCn1nnc2ccccc21	i	-0.02
O=C(NCCN1CCc2ccccc2C1)C1CCN(S(=O)(=O)N2CCCCC2)CC1	i	-1.47
COc1ccc(C2NC(=S)N(c3ccccc3)C(C)=C2C(=O)Nc2ccccc2)cc1 (stereo unspecified)	i	-0.12
Cn1c(C2=C(O)CN(c3ccc4c(c3)OCCO4)C2=N)nc2ccccc21	i	0.3
CC(C)c1ccc(NC(=O)C2C3C=CC(CC3)C2C(=O)O)cc1 (stereo unspecified)	i	-1.09
O=c1c2ccccc2nc2n1CCC2O (stereo unspecified)	i	-0.73
O=C(NCCCCCCNC(=O)C1CCCC1)C1CCCC1	i	2.31
O=C(C(Cc1ccccc1)n1cccc1)N1CCN(c2cccc(Cl)c2)CC1 (stereo unspecified)	i	-2.01
Cc1ccc2oc(=O)c3cnn(CC(=O)NCCCOC(C)C)c3c2c1	i	0.04
CCOc1ccc2nc(NC(=O)C3CCCN(S(=O)(=O)c4cccc5nonc45)C3)sc2c1 (stereo unspecified)	i	-0.32
Cc1occc1-c1nnc(SCc2nnc(-c3ccc(Cl)cc3)o2)n1C	i	0.04
Nc1sc(-c2ccccc2)n[n+]1Cc1cccc2cccnc12	i	-7.04*
CCN(CC)S(=O)(=O)c1ccc2c(c1)oc(=O)n2CC(=O)N(C)C1CCCCC1	i	0.45
CCOC(=O)CNC(=O)Cn1cnc2ccc(S(=O)(=O)N3CCC(C)CC3)cc2c1=O	i	-0.93
Cc1cc2cc(CNC(=O)CCC(=O)O)ccc2[nH]1	i	0.53
C/C=C/C(=O)OCC(=O)Nc1ccc(F)cc1Cl	i	-0.29
COc1cccc(-n2c(C)n[nH]c2=O)c1	i	0.12
Cc1oc(-c2cccs2)nc1CS(=O)CC(=O)NCCCN1CC(C)CC(C)C1 (stereo unspecified)	i	-0.64
Cc1cc(C(=O)OCC(=O)N2CC(C)OC(C)C2)c2ccccc2n1 (stereo unspecified)	i	-0.54
O=C(COc1ccc2c(c1)CCC2)N1CCc2ccccc21	i	0.75
Clc1cc(Cl)c2nc(N3CCCC3)sc2c1	i	-2.17
Cc1coc2c1c(C)cc1oc(=O)c(CC(=O)NCC(=O)N[C@H](C(=O)O)C(C)C)c(C)c12	i	0.95
CC(C)(C)C(=O)NC(=S)Nc1sc2c(c1C(N)=O)CCC2	i	-1.46
CS(=O)(=O)N(CC(=O)NCC1CCCO1)c1cccc([N+](=O)[O-])c1 (stereo unspecified)	i	-0.09
Cc1cccc(NC(=O)c2ccc3c(=O)n4c(nc3c2)CCCCC4)n1	i	-0.2
Cc1ccc(-c2nn(-c3ccccc3)cc2C2CC(c3ccccc3)=NN2C(=O)CCC(=O)O)cc1 (stereo unspecified)	i	0.99
Cc1ccc(CN2CN(S(=O)(=O)c3cccs3)c3nc4ccccc4nc32)cc1	i	0.7
CCOC(=O)N1CCC(Nc2c(NCCCN3CCN(CC)CC3)c(=O)c2=O)CC1	i	-0.47
CN(C)C(=O)c1c(NC(=O)c2ccccc2)sc2c1CCC2	i	-0.96
COc1ccccc1C(=O)Nc1ccc2c(C)cc(=O)oc2c1	i	-0.58

# Screens deposited in PubChem by Johns Hopkins Ion Channel Center.

# An unsorted share of the library (roughly 1.6% active in at least one column).
